Screens deposited in PubChem by National Center for Advancing Translational Sciences (NCATS).
EPAC2 antag: qHTS for Antagonist of cAMP-regulated guanine nucleotide exchange factor 2 (EPAC2): primary screen | Rap guanine nucleotide exchange factor 4 (Homo sapiens), Q8WZA2 | EPAC2 GEF exchange of Rap1B-BODIPY-GDP, fluorescence | Potency, µM (doses to about 114 µM), without a hit: top-dose activity, negative = inhibition, hits mostly inhibitors | 0.18% of 360,000 active | AID 720708, 2013; also: potency is read from the fitted curve at half-maximal effect; % is scaled to controls: 0 for no effect and ±100 for the full control effect; nearly all actives have a fitted effect of over 45% in size; many of its hits are not listed in these tables
Target sequence (Q8WZA2 whole entry, looked up): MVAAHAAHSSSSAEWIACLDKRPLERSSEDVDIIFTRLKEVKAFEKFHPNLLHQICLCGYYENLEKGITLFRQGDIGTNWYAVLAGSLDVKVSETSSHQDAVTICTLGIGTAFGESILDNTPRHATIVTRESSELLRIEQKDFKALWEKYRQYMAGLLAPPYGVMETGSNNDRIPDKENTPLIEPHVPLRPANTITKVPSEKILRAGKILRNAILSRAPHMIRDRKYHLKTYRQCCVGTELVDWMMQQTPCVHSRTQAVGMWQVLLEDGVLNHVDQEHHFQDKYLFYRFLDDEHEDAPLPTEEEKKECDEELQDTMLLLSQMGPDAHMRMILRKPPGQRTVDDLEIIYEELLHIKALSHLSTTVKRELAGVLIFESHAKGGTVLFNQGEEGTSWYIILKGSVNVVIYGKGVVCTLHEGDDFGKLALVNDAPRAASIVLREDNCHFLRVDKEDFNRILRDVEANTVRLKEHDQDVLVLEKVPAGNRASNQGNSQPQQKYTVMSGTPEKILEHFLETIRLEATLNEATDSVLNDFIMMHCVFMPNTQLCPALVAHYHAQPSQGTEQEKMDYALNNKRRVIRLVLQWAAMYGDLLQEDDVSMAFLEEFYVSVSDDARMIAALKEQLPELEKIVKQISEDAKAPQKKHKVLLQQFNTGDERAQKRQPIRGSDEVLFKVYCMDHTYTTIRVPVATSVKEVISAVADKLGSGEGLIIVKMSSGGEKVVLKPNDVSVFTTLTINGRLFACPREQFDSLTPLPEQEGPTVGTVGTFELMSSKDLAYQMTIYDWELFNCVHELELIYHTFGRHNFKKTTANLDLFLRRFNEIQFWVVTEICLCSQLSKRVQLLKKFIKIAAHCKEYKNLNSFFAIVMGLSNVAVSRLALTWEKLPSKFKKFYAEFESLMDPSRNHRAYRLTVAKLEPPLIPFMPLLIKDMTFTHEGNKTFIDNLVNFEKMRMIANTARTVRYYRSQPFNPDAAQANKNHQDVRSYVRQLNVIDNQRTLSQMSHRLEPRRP
PTHR1 ag: qHTS for PTHR1 Agonists: Primary Screen. Parathyroid hormone/parathyroid hormone-related peptide receptor (Homo sapiens), Q03431. HEK293 GP2 PTHR1 cells, GloSensor cAMP luminescence, 1 h. Potency, µM (doses to about 115 µM), without a hit: at the highest dose activation, hits mostly activators. 0.075% of 410,000 active. AID 743266, 2014; also: potency is read from the fitted curve at half-maximal effect; nearly all actives have a fitted effect of over 55% in size; some results filed as inactive show a strong effect at the top dose; inactives centre near -15; many of its hits are not listed in these tables
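HEK-293-derived GP2 cells expressing PTHR1 and a GloSensor cAMP reporter, 3,000/well, plated overnight, given luciferin plus IBMX (each 0.5 mM as added) for 1 h at 37 °C, then compound for 1 h at 37 °C. Luminescence was read after 15 min at room temperature.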
DRD3 agonist: qHTS of D3 Dopamine Receptor Agonist: qHTS. 0.58% of 410,000 active. D3R DiscoveRx beta-arrestin cells, luminescence, 90 min. AID 652048, 2013. max activation, %. D(3) dopamine receptor (Homo sapiens), P35462; in the data active = max activation above about 30%; also: 0% is about no effect; mostly tested at two doses, the higher about 12 µM
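Agonist-mode cell screen: cells plated at 1500/well and incubated overnight at 37 °C, then exposed to library compounds for 90 min at 37 °C. Detection reagent was added for 30–60 min at room temperature, and luminescence was read.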
EPAC2 ag: qHTS for Agonist of cAMP-regulated guanine nucleotide exchange factor 4 (EPAC2): primary screen. 0.079% of 360,000 active. EPAC2 activation, biochemical qHTS; response scale: 100% = 6.5 mM cAMP response. Potency, µM (highest dose often 154 µM), inactives show at the top dose activation, usual class: activators. AID 720711, 2013. Rap guanine nucleotide exchange factor 4 (Homo sapiens), Q8WZA2; also: potency is read from the fitted curve at half-maximal effect; nearly all actives have a fitted effect of over 50% in size
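Nucleotide exchange monitored as fluorescence drop when BODIPY-GDP leaves Rap1B. Reaction: 100 nM EPAC2, 250 nM RAP1B-BODIPY-GDP, 50 uM GDP, room temperature, kinetic read over 30 min. Activity expressed relative to 6.5 mM cAMP.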
pAkt inh: HTS Assay for Inhibitors of Akt Phophorylation: Primary Screen. activity change, % for hits at 50 µM. 0.32% of 360,000 active. Neuro2A IGF-stimulated pAkt S473 HTRF, 20 min; active compounds read low; in the data active = activity change below about -80%; inconclusive = mostly about -51% to -80%; also: % is scaled to controls: 0 for no effect and ±100 for the full control effect
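Single-point screen (50 µM final compound) in Neuro2A cells stimulated 20 min with 6 nM IGF at 37 deg C. After lysis, Ser473-phosphorylated Akt read by HTRF (ex 330 nm, em 615/665 nm) as the 665/615 ratio.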
D3 antag: qHTS of D3 Dopamine Receptor Antagonist: qHTS | D3R cells, DiscoveRx beta-arrestin luminescence, antagonist mode; active compounds read low | 2.5% of 360,000 active | D(3) dopamine receptor (Homo sapiens), P35462 | AID 652054, 2013 | max response, negative = inhibition, %; in the data active = max response below about -50%; inconclusive = no clear call, values can overlap the other calls; also: % is scaled to controls: 0 for no effect and ±100 for the full control effect; mostly tested at two doses, the higher about 12 µM
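Cells plated overnight at 1500 cells/well, then exposed to library compounds with dopamine controls for 90 minutes at 37 degrees C. DiscoveRx reagent added for 30–60 minutes at room temperature; luminescence read, quantitative HTS format.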
Mm-Cpn inhibitor: Inhibitors of TCP-1 ring complex (TRiC) of Methanococcus maripaludis (MmCpn): qHTS | purified Mm-Cpn ATPase, ADP Transcreener TR-FRET | AID 504842, 2011 | 0.031% of 330,000 active | Potency, µM (highest dose often 76.9 µM), for inactives: top-dose activity, negative = inhibition, actives largely listed as inhibitors | Chaperonin Mm-Cpn (Methanococcus maripaludis); also: potency is read from the fitted curve at half-maximal effect; % is scaled to controls: 0 for no effect and ±100 for the full control effect; nearly all actives have a fitted effect of over 80% in size
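Purified archaeal chaperonin (25 nM final) was preincubated with compound for 10 min at 37°C, then ATP (10 uM final) was added for 30 min at 37°C in Tris pH 7.4/KCl/MgCl2/DTT buffer. ADP was quantified by HTRF Transcreener TR-FRET.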
CCT chaperon mod: High-Throughput Screening for Modulators of Cytosolic Chaperonin Activity; purified chaperonin ATPase assay, HTRF ADP detection, 30 min; activity change, % (no concentration beside the values), hits read low; 0.3% of 360,000 active; AID 651819, 2012; in the data active = activity change below about -30%; also: % is scaled to controls: 0 for no effect and ±100 for the full control effect
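First, chaperonin was dispensed at 40 nM or 20 nM final depending on batch activity. Next, compounds were pinned at 76 uM and ATP added at 10 uM. After 30 min at 37 °C, ADP detection reagents ran 30 min at ambient temperature.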
Numbers without * were called inactive; i = inactive; ? = inconclusive; · = not tested or not shown; [ ] = dose if it differs, or a comment. Unless noted, calls follow the shape of the dose curve; as a rule, active = well fitted curve in the direction sought with a large enough effect; inconclusive = small, poorly fitted or top-dose-only effect, or another doubt; inactive = no such curve, though single readings can be large; an effect the other way counts as inactive or inconclusive.

Every second line gives: CCT chaperon mod | Mm-Cpn inhibitor | pAkt inh | EPAC2 antag | EPAC2 ag | D3 antag | PTHR1 ag | DRD3 agonist
> O=C(/C=C/c1ccc(Cl)cc1)N(Cc1ccccc1)C1CCS(=O)(=O)C1 (stereo not drawn)
 : 0.8 | 0% | i | -9% | -2% | 4 | -83%[inhibitor] | -2
> Cc1ccc(NC(=O)COC(=O)c2ccc(-n3cccn3)cc2)cc1C
 : 0.1 | -3% | i | -5% | 7% | -8 | -20% | 0
> O=c1cc(CO)oc(C(Nc2ccccn2)c2ccc(F)cc2)c1O (stereo not drawn)
 : 2.7 | -2% | i | 2% | 7% | -15 | i | 1
> Clc1cccc(Cl)c1CSc1cc2c(nn1)-c1ccccc1CC2
 : -1.8 | 1% | i | -2% | 4% | 10 | i | -2
> CCN(CC1CCCN(CCc2cccc(F)c2)C1)C(=O)c1ccoc1C (stereo not drawn)
 : -1.8 | · | i | 9% | 8% | -51* | -9% | -5
> COc1cccc(-c2cc(C(=O)NCCc3ccccc3)no2)c1
 : 1.0 | -2% | i | 16% | 1% | 11 | i | -14
> O=C(Nc1ccon1)c1ccc2c(c1)OCO2
 : -0.5 | 0% | i | -1% | 8% | -15 | i | -4
> Cc1cc(C(=O)Cn2cnc3ccc(Cl)cc3c2=O)c(C)n1C1CC1
 : -1.3 | · | i | 2% | -9% | 12 | -14% | 8
> CC(C)c1ccc(Cc2nnc(NCCCO)[nH]c2=O)cc1
 : -0.4 | 1% | i | -1% | 7% | -5 | i | 2
> Cc1cc(=O)n2nc(N3CCCC(C(=O)NCc4ccc5c(c4)OCO5)C3)sc2n1 (stereo not drawn)
 : -2.2 | 2% | i | 2% | 9% | -6 | -1%[57.5 µM] | 1
> COCCNc1ccc([N+](=O)[O-])cc1C(=O)NC1CCCc2ccccc21 (stereo not drawn)
 : -1.2 | 0% | i | -7% | 15% | -12 | -7% | 2
> CS(=O)(=O)N1CCC(C(=O)Nc2ccc(C(N)=O)cc2)CC1
 : 0.8 | -1% | i | -1% | 5% | 14 | i | 5
> COCc1cc(C)nc(SCC(=O)Nc2ccc3c(c2)n(C)c(=O)n3C)c1C#N
 : -0.6 | -6% | i | 4% | -5% | 6 | -8% | 12
> O=C(NCCOc1ccccc1)C1CCN(C(=O)Nc2ccccc2)CC1
 : -0.5 | · | i | 1% | -2% | -15 | -22% | -2
> Nc1nc(-c2cc(O)ccc2[N+](=O)[O-])cc(-c2ccccc2)c1[N+](=O)[O-]
 : -3.2 | -1% | i | 5% | 2% | 92 | i | 16
> O=C(Cc1ccc(Br)cc1)c1ccc(O)cc1O
 : 0.5 | 1% | i | -2% | 13% | 21 | -52%[inhibitor][57.5 µM] | 4
> CC1(C(=O)NCCC#N)CCN1C(=O)CC(c1ccccc1)c1ccccc1 (stereo not drawn)
 : 1.6 | · | i | 10% | 4% | 12 | -15% | 4
> COc1cc(OC)cc(C(=O)NCC(=O)OCC(=O)NC(C)(C)C)c1
 : -0.2 | 2% | i | 2% | 8% | 2 | -7% | -1
> O=C(Nc1cnccn1)Nc1ccccc1F
 : -5.5 | -6% | i | 8% | 10% | 12 | -4% | 1
> COc1ccc(OC(C)C(=O)Nc2ccc(F)cc2F)cc1 (stereo not drawn)
 : -4.7 | 0% | i | -11% | -6% | -15 | -15% | -27
> Cc1ccc(COn2nnc3ccc(S(=O)(=O)N4CCOCC4)cc32)cc1
 : -0.9 | 1% | i | -20% | -7% | 1 | -54%[inhibitor] | -2
> CCCCCC(=O)N1C[C@H](n2cc(C3CC3)nn2)[C@@H](O)C[C@@H]1c1ccc(OC)cc1
 : -0.2 | · | i | -4% | 3% | 0 | -20% | -8
> COc1ccccc1C1C2=C(CC(C)(C)CC2=O)N(CC(=O)O)C2=C1C(=O)CC(C)(C)C2
 : 1.5 | -12% | i | 3% | -1% | 2 | 5% | -1
> COc1ccc([C@@H]2C[C@H](c3ccccc3)Oc3cc(OC)c(OC)c(OC)c32)cc1
 : -0.9 | 3% | i | -9% | 12% | 6 | -28% | 2
> Fc1ccc2nc(N3CCOCC3)sc2c1
 : -1.1 | 0% | i | 12% | 8% | -16 | -18% | -7
> O=C(COC(=O)C1COc2ccccc2O1)Nc1ccc(Cl)cc1 (stereo not drawn)
 : -5.7 | 3% | i | -7% | 10% | -4 | i | 11
> Cc1ccc(/C=N/NC(=O)c2cccs2)s1
 : -1.7 | 0% | i | -10%[57.1 µM] | 10% | -4 | -14% | -5
> O=S(=O)(c1ccccc1)N1CCNCC1
 : 2.2 | · | i | 5% | -3% | 15 | i | 11
> CCN(CC)C(=O)c1cc(S(=O)(=O)N2CCCCC2)c[nH]1
 : -1.0 | 2% | i | -3% | 2% | -22 | -5% | -2
> CC1CC(C)CN(CCCNS(=O)(=O)c2ccc3c(c2)CCN3C(=O)C2CC2)C1 (stereo not drawn)
 : 1.9 | 3% | i | 0% | -5% | -12 | i | -8
> CC/C(=N\NC(=O)c1ccc(-c2ccccc2)cc1)C12CC3CC(CC(C3)C1)C2
 : 1.1 | -2% | i | -2% | -1% | 18 | i | -1
> CCCc1nn2c(=O)cc(COc3cccc(NC(=O)c4ccco4)c3)nc2s1
 : -2.8 | -4% | i | 22% | -9% | 14 | i | -3
> COc1cc(/C=C2/C(=O)ON=C2C)ccc1OCc1ccccc1F
 : -1.1 | -1% | i | -4% | 4% | ? | -23%[57.5 µM] | -7
> CSc1nc(Oc2ccc3ccccc3c2)c2sccc2n1
 : 0.3 | 4% | i | -18% | 6% | -21 | 26%[57.5 µM] | -7
> CC(C)NC(=O)c1cc(C2CCCCN2S(=O)(=O)c2ccc(F)cc2F)on1 (stereo not drawn)
 : 0.7 | · | i | -20% | 9% | 8 | -46%[inhibitor] | 7
> Cc1c(C(=O)Nc2ccc(OC(F)(F)F)cc2)sc2nc3n(c(=O)c12)CCC3
 : -1.3 | -6% | i | -9% | -15% | 25 | -80%[inhibitor][57.5 µM] | 4
> O=C(NC1CCCCC1)C(c1ccco1)N(C(=O)c1csnn1)c1ccccc1 (stereo not drawn)
 : -1.9 | 2% | i | -4% | 8% | 0 | i | 4
> CC(NC(=O)c1cccnc1Sc1ccccc1)c1ccc(S(N)(=O)=O)cc1 (stereo not drawn)
 : -1.9 | 0% | i | 6% | 0% | 8 | 8% | 5
> O=C(CN(Cc1ccccc1Cl)C(=O)Cn1nnc(-c2cccs2)n1)NCC1CCCO1 (stereo not drawn)
 : -5.0 | -15% | i | -5% | 16% | -21 | -48%[inhibitor] | -4
> CCN(CC)S(=O)(=O)c1ccc(N2CCCC2)c(NC(=O)Cc2cc(OC)c(OC)c(OC)c2)c1
 : -1.9 | 0% | i | -8% | 1% | 3 | -18% | 0
> O=C(Cc1noc2ccccc12)Nc1ccc2ccccc2c1
 : -0.7 | -4% | i | 11% | 4% | -19 | -2%[57.5 µM] | 0
> COC(=O)C(Sc1nc(C)cc(C)c1C#N)c1ccccc1 (stereo not drawn)
 : -2.4 | -1% | i | -8% | 8% | 5 | -23% | -3
> c1ccc2c(Oc3ccc4c(c3)OCO4)nncc2c1
 : -0.2 | -1% | i | 3% | 0% | 0 | -50%[inhibitor][57.5 µM] | 1
> CN(CC(=O)Nc1cccc(F)c1)C(=O)c1ccc2c(c1)CC(c1ccccc1)OC2=O (stereo not drawn)
 : -2.7 | -2% | i | -13% | -3% | 0 | -49%[inhibitor] | 5
> CCOc1ccc(NCc2nc3ccccc3n2CCOc2ccccc2)cc1
 : -0.5 | -3% | i | -8% | 22% | -1 | -16% | -6
> COc1cc(CNC(=O)C2CCCC2)cc(OC)c1OC
 : -3.4 | 0% | i | 4% | 3% | 17 | i | 0
> COc1ccc(Cl)cc1NC(=O)CSc1nc(-c2ccccc2)cc(=O)[nH]1
 : -1.1 | 0% | i | -2% | 9% | -10 | -35%[inhibitor] | 4
> CN=C(NC#N)SCC(=O)c1ccc(Cl)cc1Cl
 : -38* | 0% | i | -1% | 10% | -19 | i | 4
> Cc1cc(OC(=O)c2ccccc2F)c([N+](=O)[O-])c(=O)[nH]1
 : 0.5 | 3% | · | 4% | -4% | 2 | -19% | -5
> CO/N=C/CC(=O)Nc1ccc(F)cc1F
 : -2.1 | -2% | i | -1% | 6% | 11 | i | 8
> CSc1cccc(NC(=O)c2nnn(CC(=O)Nc3cc(C)cc(C)c3)c2N)c1
 : -0.6 | 0% | i | 3% | -7% | 2 | i | 0
> O=C(Cn1ccnc1)c1ccc(O)c(O)c1
 : -1.4 | 1% | i | 4% | 8% | 15 | -17% | 22
> CCC(C)N(C(=O)c1csnn1)C(C(=O)NC1CCCC1)c1ccccc1F (stereo not drawn)
 : 1.7 | 0% | i | 6% | 16% | 12 | i | -2
> CCN(c1ccccc1)S(=O)(=O)c1cc(NC(=O)COC(=O)C2CC2)ccc1Cl
 : -2.7 | -3% | i | -17% | 11% | -3 | -40%[inhibitor] | -6
> COC(=O)c1ccc(NC(=O)c2cccc(NC(=O)c3ccccc3)c2)cc1
 : -1.2 | -4% | i | 19% | -4% | 69 | i | -8
> COCCOC(=O)c1c(NC(=O)CN2CCOCC2)sc(C(N)=O)c1C
 : 2.6 | 0% | i | 15% | 3% | 2 | -2%[57.5 µM] | 8

This is a subset. The share of hits here may be higher or lower than overall.
